KAT2A inh = blocks human GCN5L2 histone acetyltransferase | GCN5L2 HAT assay, ThioGlo1 CoA-SH fluorescence | Potency, µM (highest dose often 58.9 µM), inactives show at the top dose activity change, negative = inhibition, hits mostly inhibitors | 390,000 tested, 0.21% active | AID 504327; active = well fitted inhibition curve with a large enough effect; inconclusive = small, poorly fitted or top-dose-only effect, or another doubt; inactive = no such curve, though single readings can be large or run the other way
Target sequence (Q92830 whole entry, looked up): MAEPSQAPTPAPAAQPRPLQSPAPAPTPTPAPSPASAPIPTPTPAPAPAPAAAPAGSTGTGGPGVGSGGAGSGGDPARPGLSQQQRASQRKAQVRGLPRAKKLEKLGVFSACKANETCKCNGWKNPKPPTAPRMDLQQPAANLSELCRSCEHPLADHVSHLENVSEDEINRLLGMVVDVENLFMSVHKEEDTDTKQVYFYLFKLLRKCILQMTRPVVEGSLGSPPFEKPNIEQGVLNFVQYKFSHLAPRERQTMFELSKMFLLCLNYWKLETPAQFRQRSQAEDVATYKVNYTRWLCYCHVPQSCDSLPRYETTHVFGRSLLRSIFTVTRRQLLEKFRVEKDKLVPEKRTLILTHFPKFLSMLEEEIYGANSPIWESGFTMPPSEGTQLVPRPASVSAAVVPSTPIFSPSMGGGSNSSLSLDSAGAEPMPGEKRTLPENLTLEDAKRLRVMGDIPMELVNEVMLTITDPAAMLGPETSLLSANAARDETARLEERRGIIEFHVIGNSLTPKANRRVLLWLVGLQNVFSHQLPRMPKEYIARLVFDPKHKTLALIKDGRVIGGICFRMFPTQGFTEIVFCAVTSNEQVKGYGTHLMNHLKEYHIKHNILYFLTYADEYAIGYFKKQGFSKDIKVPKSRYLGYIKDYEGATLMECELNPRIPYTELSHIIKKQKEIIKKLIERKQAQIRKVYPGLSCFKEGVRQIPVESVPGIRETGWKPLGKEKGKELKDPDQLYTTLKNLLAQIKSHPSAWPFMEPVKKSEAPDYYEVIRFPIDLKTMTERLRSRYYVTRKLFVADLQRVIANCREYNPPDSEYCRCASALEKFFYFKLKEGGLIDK
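ThioGlo1-coupled HAT assay: 20nM GCN5L2, 70uM acetyl-CoA, 75uM H3(1-25) peptide, pH 7.5. Fluorescence read at 340/540nm at start and after 20 min at room temperature.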
The depositor's hits bear a star; ? = inconclusive; & = joins results of further samples; [ ] = remark or other dose. % is scaled to controls: 0 for no effect and ±100 for the full control effect; potency is read from the fitted curve at half-maximal effect. Some of the compounds tested (hit frequency here may not be typical).

SMILES	KAT2A inh
COc1ccc(NC(=O)N(Cc2cccs2)Cc2cc3cc4c(cc3[nH]c2=O)OCO4)cc1	-9%
O=c1[nH]c2ccccc2c(O)c1-c1cc2ccccc2oc1=O	-12%
CNC(=S)NNC(=O)c1cccn(Cc2ccc(Cl)cc2Cl)c1=O	0.56µM*
C[C@H](O)Cn1cnc2c1c(=O)n(C)c(=O)n2C	-7%[21.4 µM]
CCc1nc(SCC(=O)Nc2sc(C)c(C)c2C(=O)OC)c2ccccc2n1	-15%
CCn1cc(C(=O)Nc2ccc(-n3cnnn3)c(OC)c2)c(=O)c2ccc(C)nc21	2%
CN(C)c1c(-c2ccccc2)cc(-c2ccccc2)[nH]c1=O	-2%
CCCCCCCCCCCC(CC1OC(=O)C1CCCCCC)OC(=O)C(CC(C)C)NC=O (centres undefined)	-6%
Cc1ccccc1N1CCN(S(=O)(=O)CC23CCC(CC2NC(=O)C(N)CCS(C)(=O)=O)C3(C)C)CC1 (centres undefined)	4%
CC(C)(C)NCCCOc1ccc(Cl)cc1C(C)(C)C	-3%
COc1ccc(O[C@H]2C=C[C@@H](c3ccccc3)O[C@@H]2COC(=O)CC/C(C)=N/OC[C@@H](O)[C@H]2O[C@@H]3OC(C)(C)O[C@@H]3[C@H]2O)cc1	-5%
Cc1ccc(N=Nc2c(N)[nH]n3c(=O)c4c(nc23)CCCC4)cc1	-7%
CCn1c(=N)c(C(=O)OC)cc2c(=O)n3ccccc3nc21	-3%
COc1cccc(/C=C/C(=O)OCC(=O)Nc2ccc(Cl)cn2)c1	-7%
COc1ccc(-c2coc3c(CN4CCCCC4)c(O)c(CN4CCCCC4)c(O)c3c2=O)cc1	-14%
CC(=O)Oc1ccc(C23CC4CC(CC(C4)C2)C3)cc1C(=O)O	-4%
O=C1C(CCC(O)c2ccc(F)cc2)C(c2ccc(O)cc2)N1c1ccc(F)cc1 (centres undefined)	9%
CCN1CCC(C(=O)NC2CCCC2)(N(Cc2cccs2)C(=O)Cn2nnc3ccccc32)CC1	1%
C=C(C)COc1ccc(-c2nc(N)ncc2-c2ccc(OC)cc2)c(O)c1	-17%
Cc1ccc(-n2[nH]c(C)c(/C=N/NC(=O)c3ccc([N+](=O)[O-])cc3)c2=O)c(C)c1	-1%
Cc1cc(=O)n2c3c(sc2n1)C(=O)N(Cc1ccccc1)C3=O	-24%
O=C(NC(NC(=S)Nc1ccc(F)c([N+](=O)[O-])c1)C(Cl)(Cl)Cl)C(c1ccccc1)c1ccccc1 (centres undefined)	0%&-15%
CO[C@@H]1C[C@H](O[C@H]2[C@@H](C)[C@H](O[C@@H]3O[C@@H](C)C[C@@H](N(C)C)[C@@H]3OC(C)=O)[C@H](C)C[C@]3(CO3)C(=O)[C@H](C)[C@H](OC(C)=O)[C@H](C)[C@H](C)OC(=O)[C@@H]2C)O[C@H](C)[C@@H]1OC(C)=O	-2%[21.4 µM]
COc1ccc(/C(C#N)=C/c2cccnc2)cc1	-1%
C=CC1(C)CC(=O)C2(O)C(C)(O1)C(OC(C)=O)C(O)C1C(C)(C)CCC(O)C12C (centres undefined)	-30%
COC1CC2CCC(C)[C@](O)(O2)C(=O)C(=O)N2CCCCC2C(=O)OC(C(C)CC2CCC(O)C(OC)C2)CC(=O)C(C)/C=C(/C)C(O)C(OC)C(=O)C(C)CC(C)C=CC=C/C=C\1C (some centres undefined)	-18%
O=C(OC[C@@H](O)CO)c1ccccc1Nc1ccnc2cc(Cl)ccc12	?
CCCC[C@]12Cc3cc(C#N)ccc3C(O1)c1c(cc(C)n(Cc3ccccc3)c1=O)O2	-14%[12.7 µM]
Cc1ccc2c(c1)nnn2C1CCN(C(=O)NC23CC4CC(CC(C4)C2)C3)CC1	-14%
COC(=O)C1=C(C)NC(C)=C(C(=O)OCCNCc2ccccc2)C1c1cccc([N+](=O)[O-])c1 (centres undefined)	-14%
CCc1cccc2c3c([nH]c12)[C@@](CC)(CC(=O)O)OCC3	13µM*
CC[C@@]1([C@@H]2O[C@@H]([C@H]3O[C@@](O)(CO)[C@H](C)C[C@@H]3C)C[C@@H]2C)CC[C@H]([C@]2(C)CC[C@]3(C[C@H](O)[C@@H](C)[C@@H]([C@@H](C)[C@@H](OC)C(C)C(=O)O)O3)O2)O1 (some centres undefined)	3%
COC(=O)c1ccc(OC(=O)c2ccc(OCc3c(C)noc3C)c(OC)c2)cc1	3%
CC(NC(=O)C1CCCN1C(=O)CN)C(=O)O (centres undefined)	1%
O=P(O)(CCCCP(=O)(O)CCc1ccccc1)CCc1ccccc1	3%
CCCCCOc1ccc(N2C(=O)C(C)CNC2=S)cc1 (centres undefined)	7%
CCn1c(COc2ccccc2C)nnc1SCc1nc2ccccc2c(=O)[nH]1	3%
CCCCc1cc2c(c(NC(C)=O)n1)c(=O)oc1ccccc12	2%
Cc1ccc(C[C@@H](NS(=O)(=O)c2ccc(C(=O)O)cc2)C(=O)O)cc1	1%
CCOc1ccc2nc(C)cc(Nc3ccc(N4CCOCC4)cc3)c2c1	-3%
Cc1ccc(C)n1-c1ccc(C(=O)O)cc1	?
O=C(Nc1ccc2ccccc2c1)C(=O)C1C(=O)Nc2ccccc21 (centres undefined)	-12%
OCCOCCN1CCN(Cc2cccc(Oc3ccccc3)c2)CC1	-16%
CC(C)Cn1cc(C(=O)NC2CCN(Cc3ccccc3)CC2)c2c3ccccc3n(C)c2c1=O	-11%
O=Nc1c(-c2cccc([N+](=O)[O-])c2)nc2ncccn12	0%

An excerpt of these results, in markdown.
| SMILES | KAT2A inh |
| --- | --- |
| COC(=O)C1=C(C)NC(C)=C(C(=O)OCCNCc2ccccc2)C1c1cccc([N+](=O)[O-])c1 (centres undefined) | -14% |
| CCc1cccc2c3c([nH]c12)[C@@](CC)(CC(=O)O)OCC3 | 13µM* |
| CC[C@@]1([C@@H]2O[C@@H]([C@H]3O[C@@](O)(CO)[C@H](C)C[C@@H]3C)C[C@@H]2C)CC[C@H]([C@]2(C)CC[C@]3(C[C@H](O)[C@@H](C)[C@@H]([C@@H](C)[C@@H](OC)C(C)C(=O)O)O3)O2)O1 (some centres undefined) | 3% |
| COC(=O)c1ccc(OC(=O)c2ccc(OCc3c(C)noc3C)c(OC)c2)cc1 | 3% |
| CC(NC(=O)C1CCCN1C(=O)CN)C(=O)O (centres undefined) | 1% |
| O=P(O)(CCCCP(=O)(O)CCc1ccccc1)CCc1ccccc1 | 3% |
| CCCCCOc1ccc(N2C(=O)C(C)CNC2=S)cc1 (centres undefined) | 7% |
| CCn1c(COc2ccccc2C)nnc1SCc1nc2ccccc2c(=O)[nH]1 | 3% |
| CCCCc1cc2c(c(NC(C)=O)n1)c(=O)oc1ccccc12 | 2% |
| Cc1ccc(C[C@@H](NS(=O)(=O)c2ccc(C(=O)O)cc2)C(=O)O)cc1 | 1% |
| CCOc1ccc2nc(C)cc(Nc3ccc(N4CCOCC4)cc3)c2c1 | -3% |
| Cc1ccc(C)n1-c1ccc(C(=O)O)cc1 | ? |
| O=C(Nc1ccc2ccccc2c1)C(=O)C1C(=O)Nc2ccccc21 (centres undefined) | -12% |

Continuation.
SMILES	KAT2A inh
Nc1nc(Nc2cccc3ccccc23)nc(C2CCCC2=O)n1 (centres undefined)	2%
CCN(CC)c1ccc(/C=N/NC(=O)c2ccc(O)cc2)cc1	-19%
Cc1ccc(NC(=O)COC(=O)CC2CCCC2)cc1Cl	-10%
CC[C@H](C)[C@H](NC(=O)[C@H](CO)NC(=O)[C@@H](NC(=O)[C@H](CO)NC(=O)[C@@H](NC(=O)[C@H](CC(N)=O)NC(=O)[C@H](Cc1ccccc1)NC(=O)[C@H](CO)NC(=O)[C@H](CS)NC(=O)[C@H](CC(N)=O)NC(=O)[C@H](CCCCN)NC(=O)[C@@H](NC(=O)[C@H](CCC(=O)O)NC(=O)CN)[C@@H](C)CC)[C@@H](C)CC)[C@@H](C)O)C(=O)N[C@@H](CCCN=C(N)N)C(=O)O	43%[activator]
CCn1cc(C(=O)NC2CCc3ccccc32)c(=O)c2ccc(C)nc21 (centres undefined)	2%
CCCCn1c(C)cc2c(c1=O)C1O[C@](c3ccc(OC)cc3)(Cc3cc(OC)c(OC)cc31)O2	0%[12.7 µM]
COc1cc2cc(CN(Cc3nnnn3C3CCCC3)C3CCCC3)c(=O)[nH]c2cc1OC	-4%
O=C(c1cccs1)N(CCO)Cc1cc2cc3c(cc2[nH]c1=O)OCCO3	-2%
O=C(N/N=C\c1ccc([N+](=O)[O-])o1)c1ccc(O)cc1	-8%[21.4 µM]
CCOC(=O)c1sc(NC(=O)c2cncc(Br)c2)nc1C	0%
Cc1ccc(COC(=O)c2cc([N+](=O)[O-])ccc2N2CCOCC2)cc1	-8%
Clc1cccc(CN2COc3c(cc(Cl)c4cccnc34)C2)c1	-8%
COC(=O)C1=C(C)NC2=C(C(=O)CCC2)C1c1ccsc1 (centres undefined)	-9%
COC(=O)/C=C1\OC(c2ccccc2)=CC1=O	-12%
CC[C@@H]1OC(=O)[C@H](C)[C@H](O[C@@H]2C[C@](C)(OC)[C@H](O)[C@H](C)O2)[C@H](C)[C@H](O[C@@H]2O[C@@H](C)C[C@@H](N(C)C)[C@@H]2O)[C@](C)(O)C[C@H](C)C(=O)[C@H](C)[C@H](O)[C@]1(C)O	7%[21.4 µM]
C[C@H]1CC[C@H]2C(=O)N3[C@H](c4ccccc4Br)[C@@H](C)CC[C@H]3C(=O)N2[C@@H]1c1ccccc1Br	-8%
COCCCNC(=O)C1CCC(CNS(=O)(=O)c2ccc(C)cc2)CC1 (centres undefined)	-8%
O=C1c2ccccc2-c2onc3c(Oc4ccccc4)cc(O)c1c23	-15%
O=C(O)CCC(=O)c1ccc2ccc3cccc4ccc1c2c34	?
O=C(NC(=S)NCc1ccccc1)c1ccc(Br)o1	-15%
CCOC(=O)c1c(NC(=O)N/N=C/c2ccc(O)c(OC)c2)sc(C(C)=O)c1C	-13%
COc1ccc(C2c3c(oc4ccc(Cl)cc4c3=O)C(=O)N2Cc2ccco2)cc1OC (centres undefined)	-4%
Cc1ccc(C(=O)C2=C(O)C(=O)N(c3ncccn3)C2c2cccc(Cl)c2)o1 (centres undefined)	-3%
Cc1ccc(-n2ncc3c2ncn2c(-c4ccncc4)nnc32)cc1	-1%
CC(C)[C@@H]1NC(=O)c2cc([N+](=O)[O-])cc(F)c2NCCC[C@@H](C(N)=O)NC(=O)[C@H](CO)NC1=O	-8%
COc1ccc2no[n+]([O-])c2c1	0%
CCOC(=O)Cn1nnnc1C(CC)N(Cc1cc2c(C)cc(C)cc2[nH]c1=O)C1CCCC1 (centres undefined)	3%
CCC[C@H]1C[C@H](C(=O)N[C@H]([C@@H]2O[C@H](SC)[C@@H](O)[C@H](O)[C@@H]2O)[C@H](C)O)N(C)C1	6%[21.4 µM]
COc1cc2c(c(OC)c1OC)-c1c(cc3c(c1OC)OCO3)CC(C)C(C)C2 (centres undefined)	-11%
CCc1nc(N=C(N)N)nc2ccccc12	-5%
CCCCCCCCCCCCCCCCn1cc[n+](Cc2ccccc2)c1C	8.9µM*
Cc1ccc(S(=O)(=O)N2CCCCC2)cc1C(=O)Nc1ncn[nH]1	-10%
Cc1cc2c(s1)c(C=O)c(C(=O)NCc1ccccc1F)n2C	0%
CSCC[C@H](NC(=O)[C@@H](NC(=O)[C@H](CCC(=O)O)NC(=O)[C@H](CCSC)NC(=O)[C@H](CC(N)=O)NC(=O)[C@H](CCC(=O)O)NC(=O)[C@H](CC(N)=O)NC(=O)[C@H](CO)NC(=O)[C@H](C)N)[C@@H](C)O)C(=O)O	-10%
CC1CN(S(=O)(=O)c2cccc3cnccc23)CCN1 (centres undefined)	0%
Cc1ccsc1/C=C1/SC(N2CCOCC2)=NC1=O	-2%
CCCCn1c(=N)n(CC(=O)c2ccc(OC)cc2)c2ccccc21	-10%
COc1cc2nc(N(C)CCCNC(=O)[C@@H]3CCCO3)nc(N)c2cc1OC	3%[21.4 µM]
COc1ccc2c3c(c(=O)oc2c1)C1O[C@](c2ccsc2)(Cc2cc(C#N)ccc21)O3	-12%[12.7 µM]
COc1ccc(Cl)cc1Nc1nc(N2CCCC2)nc(N2CCCC2)n1	0%
O=C1CC(c2ccc(Br)cc2)NC(c2ccc(Br)cc2)C1c1ccccc1 (centres undefined)	-1%
COc1c(C)c2c(c(O)c1CC=C(C)CCC(=O)OCCN1CCOCC1)C(=O)OC2	0%
CC[C@H](C)[C@H](NC(=O)[C@H](Cc1ccc(O)cc1)NC(=O)[C@H](CCCNC(=N)N)NC(=O)[C@H](CCCNC(=N)N)NC(=O)[C@H](CC(C)C)NC(=O)[C@H](CCC(N)=O)NC(=O)[C@@H](NC(=O)[C@H](CCC(=O)O)NC(=O)[C@H](Cc1ccc(O)cc1)NC(=O)[C@H](CCC(N)=O)NC(=O)[C@H](C)NC(=O)[C@H](CCCNC(=N)N)NC(=O)[C@H](CCC(N)=O)NC(=O)[C@H](CCC(=O)O)NC(=O)[C@H](Cc1cnc[nH]1)NC(=O)[C@@H](NC(=O)[C@H](C)NC(=O)[C@H](Cc1ccc(O)cc1)NC(=O)[C@H](CC(=O)O)NC(=O)CNC(=O)[C@@H]1CCCN1C(=O)[C@H](Cc1ccc(O)cc1)NC(=O)[C@H](CCSC)NC(=O)[C@@H]1CCCN1C(=O)[C@H](CCC(=O)O)NC(=O)[C@H](CC(C)C)NC(=O)[C@@H]1CCCN1C(=O)[C@H](C)N)[C@@H](C)O)[C@@H](C)O)C(=O)N[C@@H](CC(N)=O)C(=O)N[C@H](C(=O)N[C@@H](CC(C)C)C(=O)N[C@H](C(=O)N[C@@H](CCCNC(=N)N)C(=O)N1CCC[C@H]1C(=O)N[C@@H](CCCNC(=N)N)C(=O)N[C@@H](Cc1ccc(O)cc1)C(N)=O)[C@@H](C)O)[C@@H](C)O	45%[activator]
CCN(C(=O)c1ccc2c(Cl)c3c(nc2c1)CCC3)c1cccc(C)c1	-4%
